L929 necroptosis – inhibitors of zVAD-triggered necroptosis, primary screen, L929 cells; L929 zVAD necroptosis rescue, ATP luminescence, 24 h; with zVAD 60 µM; viability rescue, % at 10 µM; hit rate 0.38% among 220,000;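 active = activation, scaled between plate controls, above about 75%, limit read from the data; inactive = activation under that limit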;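 note: 0% = zVAD with DMSO and 100% = DMSO alone without zVAD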
TbHK1 inh – Trypanosoma brucei hexokinase 1 inhibitors, primary screen, biochemical, G6PDH-coupled NADH absorbance, MLSCN library. inhibition, % at 10 µM. AID 1430, 2008. recombinant TbHK1, G6PDH-coupled NADH A340. hit rate 0.11% among 220,000. hexokinase 1 [Trypanosoma brucei];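 active = inhibition of 50% or more in the single-dose primary screen; inactive = inhibition below 50%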
Rad51 HR inh – human RAD51 strand exchange inhibitors, primary screen, biochemical, fluorescence | inhibition, % at 10 µM | DNA repair protein RAD51 homolog 1 (Homo sapiens), Q06609 | hit rate 0.085% among 200,000 | hRad51 DNA strand exchange, fluorescence dequenching;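 active = inhibition above 40% at the single screening dose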;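 note: 0% = DMSO control wells and 100% = blanks with heterologous ssDNA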
Target sequence (Q06609 whole entry, looked up): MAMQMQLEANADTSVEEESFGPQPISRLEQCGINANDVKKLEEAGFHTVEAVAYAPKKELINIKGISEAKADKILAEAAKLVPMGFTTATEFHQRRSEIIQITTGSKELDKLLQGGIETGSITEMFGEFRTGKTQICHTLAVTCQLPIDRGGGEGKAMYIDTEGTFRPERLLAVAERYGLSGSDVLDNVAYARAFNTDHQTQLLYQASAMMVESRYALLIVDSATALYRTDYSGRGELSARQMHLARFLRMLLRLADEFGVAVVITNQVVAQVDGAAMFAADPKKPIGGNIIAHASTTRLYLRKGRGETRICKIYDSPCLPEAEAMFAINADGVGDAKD
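Assay system: Human Rad51 nucleoprotein filaments preassembled on unlabelled ssDNA | Reagent: Donor/quencher-labelled 47-bp dsDNA substrate | Doses: One concentration, 10 µM final | Times: 37 °C 15-min filament assembly, 30-min compound preincubation, 15-min exchange | Technique: Fluorescein emission 520 nm, excitation 485 nm | Benchmarks: Plate control and blank wells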
eIF4E-4G inh – eIF4E–eIF4G protein interaction inhibitors, primary screen, biochemical, uHTS, TR-FRET, eIF4GI fragment. inhibition, % at 21.7 µM. Eukaryotic translation initiation factor 4E (Mus musculus) + Eukaryotic translation …. TR-FRET eIF4E-eIF4GI(517-606) binding, 2 h. hit rate 0.37% among 220,000;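 active = inhibition above about 30%, limit read from the data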;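 note: 0% = full FRET control wells and 100% = background wells lacking eIF4GI fragment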
14-3-3 Bad PPI – inhibitors of 14-3-3 zeta/Bad binding, primary screen, biochemical, TR-FRET, bovine 14-3-3 zeta; 14-3-3 protein zeta/delta (Bos taurus), P63103; TR-FRET 14-3-3zeta/Dy647-pBad peptide displacement, 1 h; inhibition, % at 21.7 µM; hit rate 0.71% among 220,000;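 active = inhibition above about 70%, limit read from the data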;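 note: 0% = full 14-3-3 plus peptide FRET controls and 100% = background without 14-3-3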
Target sequence (P63103 whole entry, looked up): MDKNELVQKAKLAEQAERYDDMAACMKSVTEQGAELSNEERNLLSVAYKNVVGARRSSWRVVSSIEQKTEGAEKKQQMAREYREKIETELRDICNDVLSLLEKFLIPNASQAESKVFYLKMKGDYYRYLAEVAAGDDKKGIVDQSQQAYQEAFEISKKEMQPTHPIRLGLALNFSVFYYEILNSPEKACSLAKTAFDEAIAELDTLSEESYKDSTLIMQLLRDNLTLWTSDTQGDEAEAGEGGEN
m-calpain inh – inhibitors of pig calpain II, primary screen, biochemical, fluorogenic peptide substrate, 1536-well. hit rate 0.37% among 220,000. purified calpain II, 30 min. inhibition, % at 16 µM. AID 1236, 2008;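 active = inhibition above about 50%, limit read from the data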
Hck Nef HTS – inhibitors of Nef-activated human Hck kinase, primary screen, biochemical, Z-Lyte FRET, 384-well, Hck-YEEI; Tyrosine-protein kinase HCK (Homo sapiens), P08631; Recombinant Hck-YEEI plus Nef, Z-Lyte FRET kinase assay; inhibition, % at 20 µM; hit rate 0.68% among 220,000;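 active = Hck-Nef kinase inhibition above about 50%, limit read from the data; inactive = inhibition below that limit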;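 note: 0% = DMSO with Hck plus Nef and 100% = Hck alone without Nef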
EP2 antag – human EP2 receptor antagonists, primary screen, TR-FRET cAMP, C6 glioma cells | Prostaglandin E2 receptor EP2 subtype (Homo sapiens), P43116 | C6 glioma cells expressing human EP2; cells stimulated with saturating PGE2 | AID 1422, 2008 | hit rate 0.52% among 260,000 | inhibition, % at 25 µM;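 active = percent inhibition above 40 after rounding to a whole number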;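 note: rat C6 glioma host cells with rolipram phosphodiesterase inhibitor present; the protocol text gives 20 µM as final concentration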
Target sequence (P43116 whole entry, looked up): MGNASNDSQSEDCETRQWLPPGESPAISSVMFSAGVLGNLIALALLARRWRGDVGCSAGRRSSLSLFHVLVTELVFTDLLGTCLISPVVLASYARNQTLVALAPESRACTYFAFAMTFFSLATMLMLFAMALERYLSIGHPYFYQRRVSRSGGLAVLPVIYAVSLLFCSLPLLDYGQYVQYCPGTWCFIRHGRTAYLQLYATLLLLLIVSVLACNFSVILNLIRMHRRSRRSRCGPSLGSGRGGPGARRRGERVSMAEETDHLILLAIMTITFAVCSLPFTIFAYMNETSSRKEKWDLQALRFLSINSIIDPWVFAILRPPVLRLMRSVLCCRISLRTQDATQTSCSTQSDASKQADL
EP2 modulator – EP2 receptor modulators, cAMP readout, primary screen, cell-based, HTRF cAMP, PGE2 stimulation | induction, % at 25 µM | AID 940, 2007 | hit rate 0.83% among 260,000 | Prostaglandin E2 receptor EP2 subtype (Homo sapiens), P43116 | EP2-expressing cells, cAMP HTRF FRET, PGE2 co-stimulation;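 active = compounds whose cAMP rise, as percent of the full-agonist control response, exceeds 60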;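 note: rat C6 glioma line stably carrying human EP2 under a CMV promoter; the protocol text gives 20 µM as final concentration; 100% = response of wells given 1 µM PGE2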
* marks the source's active call; other numbers are inactive results; . = not tested or not shown; & = joins results of further samples; [ ] = dose if it differs, or a comment. The list is partial, so the mix of outcomes need not match the whole.

SMILES	L929 necroptosis	TbHK1 inh	Rad51 HR inh	eIF4E-4G inh	14-3-3 Bad PPI	m-calpain inh	Hck Nef HTS	EP2 antag	EP2 modulator
Cn1nc(C(=O)OCC(=O)Nc2cccc(S(=O)(=O)N3CCCC3)c2)c2ccccc2c1=O	-0.7	-1	8	-9	-2	7	-2	4	27
CCOC(=O)/C=c1\s/c(=C\c2ccc(C)cc2)c(=O)n1CC(=O)NCc1ccco1	0.8	-16	1	-2	-2	-44	4	7	27
O=c1c2sc3nc(N4CCOCC4)c4c(c3c2nnn1Cc1ccccc1)CCCC4	0.8	-11	1	-5	-7	-170	0	5	52
O=C(NCc1ccccn1)c1c(O)c2cccc3c2n(c1=O)CC3	-0.4	-16	-4	-4	-22	-29	1	11	21
CCOc1ccc(N(C(=O)c2cnccn2)C(C(=O)NC2CCCCC2)c2ccc(O)cc2)cc1 (stereo not drawn)	0.6	6	1	0	-13	-39	21	8	27
Cc1ccc(C(=O)NC(=S)Nc2ccc(S(=O)(=O)N(C)c3ccccc3)cc2)cc1	0.8	0	6	-11	5[fluorescence artefact?]	5	9	4	-22
Cc1ccc(N2CCN(CCCN3C(=O)C4CCCN4C3=O)CC2)cc1 (stereo not drawn)	0.3	-1	-14	13	-7	-10	1	5	20
COc1ccc(C)cc1S(=O)(=O)N(CC(=O)N1CCOCC1)Cc1ccccc1	0.2	0	-2	-5	0	-5	2	4	-7
CCOC(=O)C1(Cc2cccc(F)c2)CCN(CC(O)CO)CC1 (stereo not drawn)	0.0	-7	-7	-3	8	-18	17	11	19
CCOC(=O)CSc1nnc(CNC(=O)c2ccc(OC)cc2OC)n1C	-0.4	3	4	-4	-8	-8	1	9	-2

3 compounds out of the list, arranged by formula weight, lowest first:
SMILES	L929 necroptosis	TbHK1 inh	Rad51 HR inh	eIF4E-4G inh	14-3-3 Bad PPI	m-calpain inh	Hck Nef HTS	EP2 antag	EP2 modulator
CCOC(=O)CSc1nnc(CNC(=O)c2ccc(OC)cc2OC)n1C	-0.4	3	4	-4	-8	-8	1	9	-2
CCOC(=O)/C=c1\s/c(=C\c2ccc(C)cc2)c(=O)n1CC(=O)NCc1ccco1	0.8	-16	1	-2	-2	-44	4	7	27
CCOc1ccc(N(C(=O)c2cnccn2)C(C(=O)NC2CCCCC2)c2ccc(O)cc2)cc1 (stereo not drawn)	0.6	6	1	0	-13	-39	21	8	27

(further entries)
SMILES	L929 necroptosis	TbHK1 inh	Rad51 HR inh	eIF4E-4G inh	14-3-3 Bad PPI	m-calpain inh	Hck Nef HTS	EP2 antag	EP2 modulator
COc1ccc(-c2nnc(SCC#CCO)o2)cc1OC	0.4	10	-7	-13	-16	-60	0	11	17
COc1cc(/C=N/Nc2nc(N3CCCCC3)nc(N3CCCCC3)n2)ccc1OC(=O)c1ccco1	2.3	-6	-14	-1	-6	-56	22	2	3
COc1cc(/C=C(\C#N)C(N)=O)ccc1OCc1c(C)no[n+]1[O-]	-1.1	-50	23	-1	1	7	16	11	-16
Cc1nc2c(C(=O)NCCC(C)C)c[nH]n2c(=O)c1Cc1ccccc1F	0.7	19	5	1	2	-14	4	5	20
O=C(O)COCc1nc2ccccc2s1	-0.6	5	.	-11	0	-13	24	3	-25
COc1cccc(NCc2ccc([N+](=O)[O-])s2)c1	-0.6	-12	-10	6	31[fluorescence artefact?]	18	-1	5	15
c1cnc(-c2nnc3n2CCCCC3)cn1	0.7	-4	-4	0	16[fluorescence artefact?]	6	0	11	4
O=C1CCCc2oc3ccc(NS(=O)(=O)c4cccc5cccnc45)cc3c21	1.0	-3	14	6	-1	-1	22	8&10	-85&-63
O=C1Nc2c(Br)cc(Br)c3cccc1c23	32	6	-3	8	30	8	15	3	-21
CC(C)NC(=O)c1ccc2c(=O)n(Cc3ccco3)c(=S)[nH]c2c1	0.2	-5	3	8	-12	6	1	4	7

Single records, from the list above. Order of values: L929 necroptosis	TbHK1 inh	Rad51 HR inh	eIF4E-4G inh	14-3-3 Bad PPI	m-calpain inh	Hck Nef HTS	EP2 antag	EP2 modulator
`O=C1CCCc2oc3ccc(NS(=O)(=O)c4cccc5cccnc45)cc3c21` across the screens: 1.0	-3	14	6	-1	-1	22	8&10	-85&-63
`O=C(O)COCc1nc2ccccc2s1` across the screens: -0.6	5	.	-11	0	-13	24	3	-25

Back to the main list; the 6 compounds before the break are reprinted first.
SMILES	L929 necroptosis	TbHK1 inh	Rad51 HR inh	eIF4E-4G inh	14-3-3 Bad PPI	m-calpain inh	Hck Nef HTS	EP2 antag	EP2 modulator
O=C(O)COCc1nc2ccccc2s1	-0.6	5	.	-11	0	-13	24	3	-25
COc1cccc(NCc2ccc([N+](=O)[O-])s2)c1	-0.6	-12	-10	6	31[fluorescence artefact?]	18	-1	5	15
c1cnc(-c2nnc3n2CCCCC3)cn1	0.7	-4	-4	0	16[fluorescence artefact?]	6	0	11	4
O=C1CCCc2oc3ccc(NS(=O)(=O)c4cccc5cccnc45)cc3c21	1.0	-3	14	6	-1	-1	22	8&10	-85&-63
O=C1Nc2c(Br)cc(Br)c3cccc1c23	32	6	-3	8	30	8	15	3	-21
CC(C)NC(=O)c1ccc2c(=O)n(Cc3ccco3)c(=S)[nH]c2c1	0.2	-5	3	8	-12	6	1	4	7
O=C(NCCCN1CCN(Cc2ccccc2)CC1)C1CCN(S(=O)(=O)N2CCCC2)CC1	0.0	42	-2	2	3	-5	5	-1	10
O=C(CSc1nnc(-c2ccc(O)cc2)n1Cc1ccco1)N1CCc2ccccc2C1	-0.1	-2	-5	-6	6	-8	2	17	-4
O=C(COc1ncnc2c(Cl)cc(Cl)cc12)Nc1cc([N+](=O)[O-])ccc1Cl	0.4	25	3	-1	-14	-5	3	3	-19
CCOC(=O)CSc1nc(=O)n2cccc(C)c2n1	1.9	-22	-5	1	-4	-14	18	3	-4
COc1cc(OC)c(S(=O)(=O)Nc2ccccc2N2CCOCC2)cc1NC(C)=O	0.3	-4	7	-1	-13	-17	23	-1&2	-12&11
CCOC(=O)Cc1csc(CC(N)=O)n1	0.3	-1	-1	0	3	-20	14	6	13
CCCCCC(=O)Nc1cccc(C2=NOC3(C2)C[C@H](C(N)=O)N(C(=O)CC#N)C3)c1 (stereo partly drawn)	-0.9	-6	-1	-7	-2	-9	29	6	6
CC1=C(C#N)S(=O)(=O)C(C#N)C(c2ccccc2)C1 (stereo not drawn)	0.8	-3	-10	95*	-3	-11	25	11	2
CC12CCC(C(=O)N3CCCCCC3)(OC1=O)C2(C)C (stereo not drawn)	-0.4	-3	-6	-11	-12	-28	4	10	17
COc1ccc(-n2cnnc2SCC(=O)Nc2ccc(N3CCOCC3)cc2)cc1	0.1	-3	-5	3	7	-33	2	7	20
Cc1ccc(Nc2cnn(C34CC5CC(CC(CC(=O)O)(C5)C3)C4)c(=O)c2Cl)cc1	0.3	-44	3	-3[fluorescence artefact?]	10	27	1	19	7
N#Cc1c(N2CCN(c3ccc(F)cc3)CC2)nc(N)c2c(N)nc3c(c12)CC(=O)N3C1CC1	0.7	-6	5	5	-19	-110	45	5	-52
CCCNC(=O)CCn1nc(-c2ccc(Cl)cc2)c2ccccc2c1=O	0.2	0	-18	-3	-4	20	-5	8	7
CN(C)S(=O)(=O)c1cccc(-n2sc3ccccc3c2=O)c1	2.6	86*	-3	56*	-8	21	-12	5	-48
COc1cccc2c(=O)c(C(=O)NCc3cccs3)c[nH]c12	-0.2	53*	4	-9	-16	-280	9	7	-46
O=C(O)c1cccc(-c2nc3ccccc3[nH]2)c1	1.6	1	10	5	1[fluorescence artefact?]	-87	0	11	9
COC(=O)C(C)Sc1ccc2nnc(CCNS(=O)(=O)c3ccc(C)cc3)n2n1 (stereo not drawn)	0.2	-6	.	1	4	-12	7	0	-4
CCOC(=O)C(NCc1ccccc1)(NC(=O)c1ccccc1)C(F)(F)F (stereo not drawn)	0.0	8	-7	-33	-4[fluorescence artefact?]	5	-18	8	-44
COc1ccc(-c2nnc(NC(=O)CSc3ccc(Cl)cc3)s2)cc1OC	-0.3	-11	-2	2[fluorescence artefact?]	18	20	11	5	-10
COC(=O)COc1ccccc1/C=C1/NC(=O)NC1=O	2.6	8	4	0[fluorescence artefact?]	-2	-7	5	8	-12
O=C(/C=C/c1ccccc1)OCc1cncs1	-0.1	-7	12	0	-3	-12	2	6	-3
COC(=O)C1=C2SC(C)C(=O)N2C(N)=C(C#N)C1c1cc(OC)c(OC)c(OC)c1 (stereo not drawn)	0.0	-16	-1	3	0	-16	0	-3	36
Cc1ccc(C(=O)OCC(=O)NCc2ccco2)s1	2.0	10	2	15	-9	24	14	7	9
Nc1nc(SCC(=O)Nc2ccccc2Sc2ccc(Cl)cc2)n[nH]1	-0.2	8	4	3[fluorescence artefact?]	5[fluorescence artefact?]	15	3	12	30
CC1(C)c2ccccc2N2CC(=O)N[C@@]21/C=C/C=C/c1ccccc1	1.4	-4	4	-8	2	-23	21	5	-2
CC(=O)N1CCN(CC(=O)Nc2ccc(SC(F)F)cc2)CC1	0.7	0	-3	-1[fluorescence artefact?]	11[fluorescence artefact?]	-3	2	8	8
COc1ccc(S(=O)(=O)n2ccc(C)n2)cc1C	0.1	-3	1	-4	-9[fluorescence artefact?]	-25	1	7&6	-2&5
CCCCN(C(=O)CSc1nnc(-c2ccc(OC)cc2)n1C(C)C)c1c(N)n(Cc2ccccc2)c(=O)[nH]c1=O	2.0	-8	1	-2	1	9	3	2	26

Screening results from PubChem.
